TAAR1 antag: human TAAR1 antagonism | 360,000 compounds, 1.5% hits | AID 624466 | CHO RD-HGA16 TAAR1, Fluo-8 calcium fluorescence, antagonist | inhibition, % at 3 µM | Q96RJ0;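 active = inhibition above a per-plate cutoff, the mean inhibition of test compounds on that plate plus 3 SD, cut at about 49% in these data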;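 note: 0% = DMSO plus EC80 beta-PEA response and 100% = DMSO alone without agonist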
Target sequence (Q96RJ0 whole entry, looked up): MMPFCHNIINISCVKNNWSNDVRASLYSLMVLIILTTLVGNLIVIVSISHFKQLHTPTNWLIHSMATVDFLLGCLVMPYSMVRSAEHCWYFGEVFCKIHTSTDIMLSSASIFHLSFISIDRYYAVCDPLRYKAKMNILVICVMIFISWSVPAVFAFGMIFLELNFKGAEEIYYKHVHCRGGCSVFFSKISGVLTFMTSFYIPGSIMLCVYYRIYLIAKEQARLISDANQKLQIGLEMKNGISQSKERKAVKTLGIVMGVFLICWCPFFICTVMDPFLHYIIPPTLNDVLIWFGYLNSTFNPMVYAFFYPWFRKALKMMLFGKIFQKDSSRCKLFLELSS
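Material: CHO RD-HGA16 cells bearing hTAAR1; compound dosing: one-point dosing, 3 µM nominal final; schedule: dye loading 75 min at 37 °C, then 30 min room temperature; measured by: calcium fluorescence with Fluo-8; control set: vehicle and agonist controls; replication: n of 1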
TAAR1 ag: human TAAR1 agonism; Q96RJ0; CHO RD-HGA16 TAAR1, Fluo-8 calcium fluorescence; vehicle wells 0%, saturating PEA agonist 100%; activation, % at 3 µM; 360,000 compounds, 0.99% hits;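 active = activation above the mean activation of all test compounds in the run plus 3 SD, cut at about 38% in these data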
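Assay system: CHO-derived RD-HGA16 cells with stable Gα16 and human TAAR1; timing: 17-24 h seeding, 75 min 37 °C dye, 30 min RT; read-out: % activation from peak over basal fluorescence ratio, DMSO-to-PEA scaled; measured by: kinetic Fluo-8 calcium fluorescence; benchmarks: low control DMSO, high control PEA (EC100); doses: 3 µM single concentration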
Starred values were filed as active, the others as inactive. This is a subset. The share of hits here may be higher or lower than overall.

Molecule	TAAR1 antag	TAAR1 ag
COc1cc(C2C(C(=O)c3ccco3)=C(O)C(=O)N2c2cc(C)on2)ccc1OCc1ccccc1 (stereo not drawn)	1	1
O=C(/C=C(\Nc1cc(Cl)c(Cl)c(Cl)c1)c1ccccc1)c1ccccc1	-17	0
CC(C)c1[nH]nc2c1C(c1ccccc1)NC2=O (stereo not drawn)	-4	3
O=C(Cc1c[nH]c2ccccc12)Nc1ccc(Nc2cccnc2)c(Br)c1	42	2
COc1ccc2c(c1)c1nc3n(c(=O)c1n2CC(=O)Nc1cc(C)[nH]n1)CCS3	-28	0
CC1(C)OC(=O)C2=C(CC(CCc3ccccc3)OC2c2ccc(Cl)c(Cl)c2)O1 (stereo not drawn)	-6	-1
OCC[C@@H]1C[C@H](O)[C@@H](O)[C@@]2(OCCc3cc(C(F)(F)F)ccc32)O1	19	4
S=C(SCc1cc(Cl)cc2c1OCOC2)N1CCSCC1	-20	5
CCN(CC)CCCNC(=S)N(Cc1ccco1)Cc1cc2cc3c(cc2[nH]c1=O)OCCO3	-3	0
CCOC(=O)CNC(=O)N(C)[C@H]1C[C@H]2c3[nH]c4c(-c5ccc6c(c5)OCO6)cccc4c3CCN2C(=O)[C@H]1[C@H](C)O	12	12
COC(=O)c1cc2c(c3c4cc(OC)ccc4n(S(=O)(=O)c4ccc(F)cc4)c13)C(=O)N(CC(C)C)C2	-47	-2
O=[N+]([O-])c1cc([N+](=O)[O-])c2cccnc2c1O	2	-1
O[C@@H](Cc1ccccc1)[C@@H](/C=C/c1ccccc1)N(Cc1ccccc1)Cc1ccccc1	0	-1
CC(C)=CCCC1=CC[C@H]2[C@@H](C1)C(C(C)C)=CC(=O)[C@@]2(C)O	-26	12
COC(=O)C1=C(C)N(C)C(=NCc2ccc3c(c2)OCO3)NC1c1ccc(C(F)(F)F)cc1 (stereo not drawn)	7	15
O=C(N[C@H](Cc1ccccc1)C(=O)NCc1cccc2ccccc12)[C@H]1O[C@@H](n2ccc(=O)[nH]c2=O)[C@H](O)[C@@H]1O	-3	1
COc1ccc(C(=O)NCC2CCN(C(=O)C(=O)c3cccs3)CC2)c(OC)c1	-12	0
COc1ccc2[nH]cc(C(=O)CN3CCN(C/C=C/c4ccccc4)CC3)c2c1	2	11
Cc1[nH]c(=O)[nH]c(=O)c1CCSSCCc1c(C)[nH]c(=O)[nH]c1=O	-19	3
CC(C)NC(=O)N(C)C[C@H]1OCc2cn(nn2)CCCC(=O)N([C@H](C)CO)C[C@@H]1C	1	0

Some values from above.
TAAR1 ag, `O=[N+]([O-])c1cc([N+](=O)[O-])c2cccnc2c1O` = -1
TAAR1 antag, `COc1ccc(C(=O)NCC2CCN(C(=O)C(=O)c3cccs3)CC2)c(OC)c1` = -12

Remaining list, next part.
Molecule	TAAR1 antag	TAAR1 ag
O=C1CC(c2ccc(Cl)cc2)CC(O)=C1C=NCCN1CCNCC1 (stereo not drawn)	-6	0
O=S(=O)(NCc1ccc(Cl)c(Cl)c1)c1cc(Cl)ccc1N1CC[C@@H](O)C1	22	4
CN(C)S(=O)(=O)c1ccc(NC(=S)NC(=O)c2ccc(Br)o2)cc1	7	5
CCCCCCCCN1C(=O)[C@@H](CC(=O)N2CCOCC2)C[C@@]2(C(=O)OC)C1=C[C@H](C(C)(C)C)O[C@@H]2C	-62	3
COCCN(CCOC)C(=O)[C@@H](Cc1ccccc1)NC(=O)[C@H]1O[C@@H](n2ccc(N)nc2=O)[C@H](O)[C@@H]1O	-16	0
NC(=O)c1ncn([C@@H]2O[C@H](C(=O)N[C@H](Cc3c[nH]c4ccccc34)C(=O)N3CCN(C(=O)N4CCCCC4)CC3)[C@@H](O)[C@H]2O)n1	-20	4
Cc1ccc(C2c3c(n[nH]c3C(C)C)C(=O)N2c2ccccc2)cc1 (stereo not drawn)	-57	14
O=C(c1cccs1)N(CCO)Cc1cc2cc3c(cc2[nH]c1=O)OCCO3	16	1
Cc1cc(-c2cc(NC(=O)Cc3c(C)[nH]c4ccccc34)ccc2Nc2cccnc2)ccc1F	-9	2
Cc1cc(C)c(NC(=O)c2sc3nc(C)[nH]c(=O)c3c2C)c(C)c1	-5	9
O=S(=O)(NCc1ccc(Cl)cc1)c1ccc(Br)cc1C1CC[C@@H](O)C1 (stereo partly drawn)	5	3
Cc1nn(-c2ccccc2)nc1C(=O)Nc1ccccc1C(=O)NCC1CC1	-7	3
Cc1[nH]c2ccccc2c1CC(=O)Nc1ccc(Nc2cccnc2)c(-c2ccc(-c3ccccc3)cc2F)c1	7	1
CC(NC(=O)Cc1ccccc1[N+](=O)[O-])c1ccccc1 (stereo not drawn)	-1	1
NNC(=O)c1ccc(NS(=O)(=O)c2ccc(Br)cc2)cc1	3	3
Cc1ccc2nc(-c3cccc(Br)c3)c(Cc3ccsc3)n2c1	-15	0
Cc1ccccc1CN1[C@@H](C)[C@H](c2ccccc2)Oc2cccc(N3CCCC3)c2S1(=O)=O	-40	1
Cc1ccc(S(=O)(=O)N2CC3=C(c4ccccc4)CC4(C)C(=O)C(C)(C)CC4=C3C2)cc1 (stereo not drawn)	0	-1
CCCCCCN(C(=O)CCCCCN1C(=O)NC(c2ccc(-c3ccccc3)cc2)C(C(=O)OCc2ccccc2)=C1C)C(C)C(=O)NCCCC (stereo not drawn)	7	3
C[C@H](CO)N1C[C@H](C)[C@@H](CN(C)C(=O)Nc2ccc(-c3cccs3)cc2)OCc2cn(nn2)CCCC1=O	8	0

2 entries picked at random from those above:
Molecule	TAAR1 antag	TAAR1 ag
O=S(=O)(NCc1ccc(Cl)cc1)c1ccc(Br)cc1C1CC[C@@H](O)C1 (stereo partly drawn)	5	3
Cc1[nH]c2ccccc2c1CC(=O)Nc1ccc(Nc2cccnc2)c(-c2ccc(-c3ccccc3)cc2F)c1	7	1

Later entries
Molecule	TAAR1 antag	TAAR1 ag
CCOCCCNC(=O)Cc1ccc(F)cc1	-1	12
CCC(c1nc2ccccc2[nH]1)n1c(-c2ccc3cc[nH]c3c2)nc2ccccc21 (stereo not drawn)	-11	11
COc1ccc(N/C(=C\C(=O)c2ccccc2)c2ccccc2)cc1OC	3	-1
O=C(NCC1CCN(C(=O)C(=O)c2cccs2)CC1)c1ccc2c(c1)CCO2	0	1
COc1ccc2cc(C(=O)CS(=O)(=O)c3ccc(Cl)cc3)c(=O)oc2c1	6	1
CCN(Cc1cc2ccc(C)cc2[nH]c1=O)C(=O)c1ccncc1	14	4
C[C@@H]1CN(c2ccc(N3CCN(C(=O)OC(C)(C)C)C[C@H]3C)cc2C#N)C[C@H](C)O1	3	3
COC(=O)C1=C(C)N(C)C(=NCc2ccc3c(c2)OCO3)NC1c1ccc(F)cc1 (stereo not drawn)	-17	7
O=C(NCC1CCN(C(=O)C(=O)c2cc3ccccc3o2)CC1)c1ccc2c(c1)OCCCO2	15	0
C[C@H](CO)N1C[C@H](C)[C@H](CN(C)C(=O)Nc2cccc3ccccc23)Oc2ncc(Br)cc2C1=O	-1	4
CCCCNC(=O)C[C@H]1C[C@@]2(C(=O)OC)C(=C[C@H](C3CCCC3)O[C@@H]2C)N(Cc2ccccc2)C1=O	-37	0
Cc1cc2c(c(=O)o1)[C@@]1(C(=O)N(C)c3ccccc31)C1=C(CCCC1=O)O2	-6	0
CN(C)S(=O)(=O)N(CC(=O)Nc1ccccc1C(F)(F)F)c1ccccc1	4	6
C[C@H](c1ccccc1)N1C[C@@H](COCc2ccccc2)Oc2cccc(N3CCCC3)c2S1(=O)=O	13	0
Cc1cc(Nc2cccc([N+](=O)[O-])c2)cc(=O)n1-c1cccc([N+](=O)[O-])c1	-6	0
O=C(C(=O)N1CCC(CNS(=O)(=O)c2ccc(C(F)(F)F)cc2)CC1)c1cccs1	-6	7
CC1(C)Cc2c(sc3c2c(N)nc(=S)n3Cc2ccccc2)CO1	-19	-1
CCCCCCCCN1C(=O)[C@@H](CC(=O)N2CCN(C(=O)OCC)CC2)C[C@@]2(C(=O)OC)C1=C[C@H](C(C)(C)C)O[C@@H]2C	-22	-2
OC(c1ccccc1)(c1ccccc1)C1CCN(CCCOc2cccc(F)c2)CC1	40	45*
COc1cc2c(c(OC)c1OC)C1(CCCCC1)CC2NC(=O)c1ccncc1 (stereo not drawn)	-16	7
O=C(Nc1cccc([N+](=O)[O-])c1)OCc1ccc2c(c1)OCO2	31	1
N#Cc1ccc(S(=O)(=O)NC(=O)[C@H]2O[C@@H](n3ccc(=O)[nH]c3=O)[C@H](O)[C@@H]2O)cc1	-19	2
Cc1noc(C)c1S(=O)(=O)N(C)C[C@@H]1OCc2cnnn2CCCC(=O)N([C@@H](C)CO)C[C@@H]1C	2	7
COC(=O)N1C[C@H](OCc2cn(-c3ccc(OC)cc3)nn2)[C@H]2C[C@@H]1c1ccccc1O2	-8	-1
COC(=O)C1=C(C)N(C)C(=NCc2cccc(C(F)(F)F)c2)NC1c1ccc(Cl)cc1 (stereo not drawn)	47	22
COC(=O)[C@]12C[C@H](CC(=O)N3CCN(C(=O)c4ccco4)CC3)C(=O)N(Cc3ccccc3)C1=C[C@H](C1CCCC1)O[C@@H]2C	-17	-1
O=S(=O)(c1cccs1)N1CCCc2nc(-c3ccc(Br)cc3)ccc21	58*	1
CN[C@H]1C[C@H]2c3[nH]c4c(-c5ccc6c(c5)OCO6)cccc4c3CCN2C(=O)[C@H]1[C@H](C)O	38	5
C[C@@H]1CN([C@@H](C)CO)C(=O)CCCn2nncc2CO[C@H]1CN(C)CC1CC1	-7	2
OC(c1ccccc1)(c1ccccc1)C1CCN(CCCOc2ccc(-c3ccncc3)cc2)CC1	53*	42*

TAAR1 antag, entries above that show a hit
smiles	TAAR1 antag
O=S(=O)(c1cccs1)N1CCCc2nc(-c3ccc(Br)cc3)ccc21	58*
OC(c1ccccc1)(c1ccccc1)C1CCN(CCCOc2ccc(-c3ccncc3)cc2)CC1	53*

Additional results.
Molecule	TAAR1 antag	TAAR1 ag
O=C(N[C@H](C(=O)N1CCC[C@H]1C(=O)NC1CCCC1)C1CCCCC1)C1CC1	-3	2
Cc1cccc(Cl)c1NC(=O)N(C)c1ccccc1	3	1
C=CCCC1CN(Cc2ccc(OC)cc2)S(=O)(=O)c2c(F)cccc2O1 (stereo not drawn)	18	1
Cc1cccnc1N=O	-18	0
O=C1c2ccccc2NC(c2cc(Cl)cc(Cl)c2O)N1CCc1ccccn1 (stereo not drawn)	-13	8
CCOC1=C2[C@H](c3ccccc3)N(S(=O)(=O)c3ccc(C)cc3)[C@H](C(C)C)[C@H]2C(C#N)(C#N)C(C#N)(C#N)C1	-16	1
COC(=O)[C@]12C[C@H](CC(=O)NCc3cccc4ccccc34)C(=O)N(Cc3ccccc3)C1=C[C@H](C(C)C)O[C@@H]2C1CC1	-51	7
COc1ccc(CNS(=O)(=O)c2ccccc2Br)c(OC)c1	-29	2
NC(=O)c1ncn([C@@H]2O[C@H](C(=O)N[C@H](Cc3c[nH]c4ccccc34)C(=O)N3CCN(C(=O)C4CC4)CC3)[C@@H](O)[C@H]2O)n1	-16	2
CCn1cc(C(=O)Nc2ccc(Oc3cccnc3)cc2)c2ccccc21	22	5
Cc1cc(Nc2cccc(C(F)(F)F)c2)cc(=O)n1-c1cccc(C(F)(F)F)c1	-7	0
COC(=O)C1=C(C)N(Cc2ccccc2C(F)(F)F)C(=NCc2ccc3c(c2)OCO3)NC1c1ccc(Cl)cc1 (stereo not drawn)	10	17
COc1ccc(C(=O)c2[nH]c(N)c(C(=O)c3c[nH]c4ccccc34)c2-c2ccc(F)c(OC)c2)cc1	15	8
NC(=O)c1ncn([C@@H]2O[C@H](C(=O)N3CCN(Cc4ccccn4)CC3)[C@@H](O)[C@H]2O)n1	-24	2
Cc1noc(C)c1S(=O)(=O)N1CCCc2nc(-c3ccc(Br)cc3)ccc21	-26	1
CC(C)CC(NC(=O)OCc1ccccc1)C(=O)NCC(=O)NCC(=O)OCc1ccccc1 (stereo not drawn)	-15	1
c1ccc(Cn2c(-c3cccs3)nc3nc4ccccc4nc32)cc1	0	3
O=C(OCCCOC(=O)c1ccccc1O)c1ccccc1O	-2	0
COC(=O)[C@]12C[C@H](CC(=O)NCc3cccc(C(F)(F)F)c3)C(=O)N(Cc3ccccc3)C1=C[C@H](C(C)C)O[C@@H]2C1CC1	-20	-1
CCOC(=O)c1cnc(SCc2nc(N)nc(Nc3ccccc3OC)n2)nc1N	2	4
OC(c1ccccc1)(c1ccccc1)C1CCN(CCCOc2cccc(C(F)(F)F)c2)CC1	36	32
C[C@@H]1NS(=O)(=O)c2ccc(F)cc2O[C@@H]1c1ccccc1	0	1
CN1CCCc2nc(-c3ccccc3)ccc21	0	1
C[C@@H]1C=CCCO[C@]12C(=O)Nc1ccccc12	-6	0
CC(=NNc1ccc2ccccc2n1)c1ccccn1	37	12
CC(=C1SC(=S)NC1=O)c1ccc(Cl)c(O)c1	12	1
COC(=O)C1=C(C)N(Cc2cccc(C(F)(F)F)c2)C(=NCc2cc(OC)c(OC)c(OC)c2)NC1c1ccc(Cl)cc1 (stereo not drawn)	35	31
CN(C)c1cccc2c(S(=O)(=O)NC(=O)[C@H]3O[C@@H](n4ccc(=O)[nH]c4=O)[C@H](O)[C@@H]3O)cccc12	-22	4

Compound activity deposited in PubChem by The Scripps Research Institute Molecular Screening Center.
